Screening data as filed in PubChem BioAssay.
hIAP inh = blocks human intestinal alkaline phosphatase; inhibition, % at 10 µM; actives 0.12% (n = 330,000); purified IAP, CDP-Star luminescence, 30 min;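 active = inhibition reaching a set limit with compound at 10 µM in the primary screen, cut at about 35% in these data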;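 also: plate controls were DMSO wells with enzyme for no effect and no-enzyme buffer wells for full effect; values of inactives mirror those of a sister screen read the other way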
Target sequence (P09923 whole entry, looked up): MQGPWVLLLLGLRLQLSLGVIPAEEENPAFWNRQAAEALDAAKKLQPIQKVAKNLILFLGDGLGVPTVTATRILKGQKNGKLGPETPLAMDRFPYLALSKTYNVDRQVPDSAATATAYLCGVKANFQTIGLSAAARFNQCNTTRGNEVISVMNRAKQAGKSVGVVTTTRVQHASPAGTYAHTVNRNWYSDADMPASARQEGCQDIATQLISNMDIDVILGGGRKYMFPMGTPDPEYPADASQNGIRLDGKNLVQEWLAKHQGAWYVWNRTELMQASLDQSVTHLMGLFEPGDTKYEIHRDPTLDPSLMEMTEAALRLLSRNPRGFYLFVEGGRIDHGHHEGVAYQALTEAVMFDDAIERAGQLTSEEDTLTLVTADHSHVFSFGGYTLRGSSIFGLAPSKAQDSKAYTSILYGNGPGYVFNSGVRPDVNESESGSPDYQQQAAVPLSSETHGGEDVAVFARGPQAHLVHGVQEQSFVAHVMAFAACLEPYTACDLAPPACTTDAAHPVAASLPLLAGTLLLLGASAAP
A3G deaminase = blocks human APOBEC3G single-stranded DNA deamination. recombinant A3G, ssDNA deamination FAM/TAMRA fluorescence. actives 0.28% (n = 330,000). inhibition, % at 20 µM. AID 493012. Q9HC16;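 active = inhibition of at least 40% at 20 µM, with no more than 30% in the related APOBEC3A deaminase screen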;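 also: plate controls were DMSO wells with A3G for no effect and wells lacking A3G enzyme for full effect; some compounds called inactive have numbers as strong as hits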
MPTP block = blocks calcium-induced mitochondrial swelling; AID 602449; isolated mouse mitochondria, Ca2+ swelling absorbance, 30 min; actives 1.4% (n = 360,000); inhibition, % at 10 µM;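 active = inhibition of 50% or more, scaled per plate between neutral and stimulator controls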;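 also: 0% = DMSO wells given calcium and 100% = 1 mM EGTA wells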
beta cell repl = inducers of beta-cell replication in MIN6 cells | MIN6 cells proliferation, ATPlite luminescence, 48 h; cells starved in 0.2% serum; 100% = growth in 10% serum | proliferation, % at 10 µM | actives 0.29% (n = 330,000);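 active = compounds whose signal lies at least 3.5 SD above the mean of all wells on their plate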;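 also: 0% = DMSO-treated cells in low-serum medium and 100% = 10% serum control; some compounds called inactive have numbers as strong as hits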
mIAP block = mouse IAP inhibition; purified mouse IAP, CDP-Star luminescence, 30 min; inhibition, % at 10 µM; actives 0.2% (n = 330,000);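 active = inhibition of at least 40% at 10 µM in the primary screen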;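 also: plate controls were DMSO with enzyme for no effect and no enzyme wells for full effect; values of inactives mirror those of a sister screen read the other way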
hIAP act = increases human intestinal alkaline phosphatase activity | purified human IAP, CDP-Star luminescence, 30 min; active compounds read high; 1 = vehicle-only enzyme, 0 = enzyme-free background | AID 2524 | activation factor at 10 µM | P09923 | actives 0.16% (n = 330,000);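 active = activation factor of the enzyme at least 2-fold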; also: the source names both 10 and 20 µM as test concentration; values of inactives mirror those of a sister screen read the other way
mIAP act = increases mouse intestinal alkaline phosphatase activity; muIAP, CDP-Star luminescence, 30 min; active compounds read high; 1 = vehicle-only enzyme signal, 0 = enzyme-free wells; activation factor at 10 µM; actives 0.24% (n = 330,000); AID 2805;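 active = activation factor of at least 2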; also: the source names both 10 and 20 µM as test concentration; values of inactives mirror those of a sister screen read the other way
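Assay system: mouse IAP enzyme / Compound: DMSO-dissolved test compounds / Timing: 30 min, room temperature / Measured by: luminescence from enzymatic CDP-Star hydrolysis / Control set: DMSO-only wells, enzyme-free buffer wells as negative control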
APOBEC3A inh = human APOBEC3A DNA deaminase inhibition; P31941; recombinant A3A, FAM/TAMRA ssDNA deamination fluorescence; inhibition, % at 20 µM; actives 0.41% (n = 330,000); AID 493011;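 active = at least 40% inhibition at 20 µM here, with at most 30% in a related deaminase screen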;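 also: plate controls were A3A with DMSO for no effect and wells lacking A3A enzyme for full effect; some results filed as inactive read as strong as hits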
Target sequence (P31941 whole entry, looked up): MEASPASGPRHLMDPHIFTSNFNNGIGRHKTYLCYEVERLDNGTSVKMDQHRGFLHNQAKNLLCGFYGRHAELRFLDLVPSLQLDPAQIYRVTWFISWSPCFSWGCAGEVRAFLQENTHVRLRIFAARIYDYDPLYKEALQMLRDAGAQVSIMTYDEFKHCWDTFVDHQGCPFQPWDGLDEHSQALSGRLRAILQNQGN
ATG4B inhibitor = ATG4B (human) cysteine protease inhibition; Q9Y4P1; ATG4B cleavage of LC3-PLA2, NBD-HPC fluorescence, 1 h; inhibition, % at 8.33 µM; actives 0.51% (n = 340,000); AID 504462; in the data active = inhibition above about 40%
Target sequence (Q9Y4P1 whole entry, looked up): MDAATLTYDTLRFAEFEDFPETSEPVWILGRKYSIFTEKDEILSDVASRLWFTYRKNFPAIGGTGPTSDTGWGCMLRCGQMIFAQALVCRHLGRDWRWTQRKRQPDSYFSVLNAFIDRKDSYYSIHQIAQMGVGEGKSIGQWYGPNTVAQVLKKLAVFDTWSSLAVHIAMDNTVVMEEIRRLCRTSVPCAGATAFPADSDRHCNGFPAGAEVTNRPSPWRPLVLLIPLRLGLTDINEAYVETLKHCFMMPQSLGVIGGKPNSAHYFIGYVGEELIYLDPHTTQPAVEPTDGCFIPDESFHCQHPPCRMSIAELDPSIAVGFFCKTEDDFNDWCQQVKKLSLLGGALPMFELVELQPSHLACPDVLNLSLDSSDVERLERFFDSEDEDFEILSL
* = called active by the depositor.

COc1ccc(S(=O)(=O)N2CCCC(C(=O)NCCc3ccccc3)C2)cc1 (stereo not given) was read as hIAP inh 2, A3G deaminase -1, MPTP block -1.1, beta cell repl -1, mIAP block -1, hIAP act 0.98, mIAP act 1, APOBEC3A inh 4 and ATG4B inhibitor -1.
Screening Cc1cc(C)cc(NC(=O)CCn2ccnc2C)c1 returned hIAP inh -11, A3G deaminase -5, MPTP block 0.1, beta cell repl -1, mIAP block 1, hIAP act 1.1, mIAP act 0.99, APOBEC3A inh -8 and ATG4B inhibitor 3.
CCCN(S(=O)(=O)c1ccccc1F)S(=O)(=O)c1ccccc1Br was read as hIAP inh 6, A3G deaminase 3, MPTP block -1.9, beta cell repl 0, mIAP block -5, hIAP act 0.94, mIAP act 1.1, APOBEC3A inh 1 and ATG4B inhibitor 2.
Screening Cc1c(Cl)cccc1NC(=O)CSc1nnc(C)n1-c1ccccc1 returned hIAP inh -3, A3G deaminase -8, MPTP block -0.1, beta cell repl -1, mIAP block 9, hIAP act 1, mIAP act 0.91, APOBEC3A inh -4 and ATG4B inhibitor 3.
For CN(Cc1ccco1)C(=O)Cn1nc(-c2ccc(Cl)cc2)ccc1=O the results were hIAP inh -9, A3G deaminase -3, MPTP block 1.2, beta cell repl -1, mIAP block 7, hIAP act 1.1, mIAP act 0.93, APOBEC3A inh -1 and ATG4B inhibitor -6.
For O=C(O)c1cc(S(=O)(=O)NCC2CCCO2)ccc1Cl (stereo not given) the results were hIAP inh 6, A3G deaminase -3, MPTP block -0.5, beta cell repl 1, mIAP block 11, hIAP act 0.94, mIAP act 0.89, APOBEC3A inh 0 and ATG4B inhibitor -4.
`CCN(CC)CCNCc1cc(Cl)c(OCC(=O)Nc2ccccc2)c(OC)c1` gave hIAP inh 2, A3G deaminase -6, MPTP block 0.4, beta cell repl -3, mIAP block -8, hIAP act 0.98, mIAP act 1.1, APOBEC3A inh 0 and ATG4B inhibitor -2.
For CN1CCN(C2=NC(=O)/C(=C/c3cn[nH]c3-c3ccccc3)S2)CC1 the results were hIAP inh 5, A3G deaminase -5, MPTP block 1.9, beta cell repl -2, mIAP block 4, hIAP act 0.95, mIAP act 0.96, APOBEC3A inh 0 and ATG4B inhibitor 1.
`CC(=O)N1c2c(cc(Br)cc2S(=O)(=O)N2CCN(c3ccccn3)CC2)CC1C` (stereo not given) gave hIAP inh -2, A3G deaminase -2, MPTP block 0.1, beta cell repl -1, mIAP block 2, hIAP act 1, mIAP act 0.97, APOBEC3A inh -2 and ATG4B inhibitor 0.
Screening O=C(CC12CC3CC(CC(Br)(C3)C1)C2)NC1CCCC1 returned hIAP inh 12, A3G deaminase -4, MPTP block -0.8, beta cell repl 1, mIAP block -10, hIAP act 0.88, mIAP act 1.1, APOBEC3A inh 1 and ATG4B inhibitor -2.
CCS(=O)(=O)N1CCN(C(=O)c2cc(OC)cc(OC)c2)CC1 was read as hIAP inh -24, A3G deaminase -7, MPTP block 0.1, beta cell repl 1, mIAP block 0, hIAP act 1.2, mIAP act 1, APOBEC3A inh -3 and ATG4B inhibitor 5.
For COc1cccc(NC(=O)CNC(=O)c2ccc([N+](=O)[O-])cc2)c1 the results were hIAP inh -5, A3G deaminase -10, MPTP block 1.2, beta cell repl -1, mIAP block -2, hIAP act 1, mIAP act 1, APOBEC3A inh 1 and ATG4B inhibitor -1.
Screening CCc1nnc(NC(=O)Cc2ccc(OCc3c(C)noc3C)cc2)s1 returned hIAP inh -12, A3G deaminase -1, MPTP block 0.1, beta cell repl -2, mIAP block 0, hIAP act 1.1, mIAP act 1, APOBEC3A inh -2 and ATG4B inhibitor -9.
C[C@H](CO)N1C[C@H](C)[C@@H](CN(C)CC2CCCCC2)Oc2ccc(NC(=O)Cn3cnnn3)cc2C1=O was read as hIAP inh -6, A3G deaminase 8, MPTP block 0.7, beta cell repl 3, mIAP block -7, hIAP act 1.1, mIAP act 1.1, APOBEC3A inh -1 and ATG4B inhibitor -2.
COCCCNc1nc2c([nH]1)c(=O)[nH]c(=O)n2C was read as hIAP inh 14, A3G deaminase -8, MPTP block -1.1, beta cell repl 0, mIAP block -6, hIAP act 0.86, mIAP act 1.1, APOBEC3A inh -6 and ATG4B inhibitor -13.
CCCN1C(=O)/C(=C\c2ccncc2)SC1=Nc1ccccc1 was read as hIAP inh 11, A3G deaminase -5, MPTP block 1.3, beta cell repl -4, mIAP block 16, hIAP act 0.89, mIAP act 0.84, APOBEC3A inh 2 and ATG4B inhibitor -9.
`O=C(CCCN1C(=O)/C(=C/c2ccc(F)cc2)SC1=S)NC1CCS(=O)(=O)C1` (stereo not given) gave hIAP inh -31, A3G deaminase -9, MPTP block 0.0, beta cell repl -1, mIAP block 13, hIAP act 1.3, mIAP act 0.87, APOBEC3A inh -4 and ATG4B inhibitor -6.
Screening CCCNC(=O)CNC(=S)N(Cc1ccccc1F)C1CCCCC1 returned hIAP inh -26, A3G deaminase -11, MPTP block -0.2, beta cell repl -3, mIAP block -13, hIAP act 1.3, mIAP act 1.1, APOBEC3A inh -2 and ATG4B inhibitor -3.
`COc1ccc(-n2c(SCC(=O)NCc3ccco3)nc3sc4c(c3c2=O)CCN(C)C4)cc1` gave hIAP inh -21, A3G deaminase 3, MPTP block -1.3, beta cell repl -2, mIAP block 11, hIAP act 1.2, mIAP act 0.89, APOBEC3A inh 3 and ATG4B inhibitor 1.
Screening O=C(CSc1nccn1Cc1ccco1)Nc1cccc(F)c1 returned hIAP inh -13, A3G deaminase -4, MPTP block 6.7, beta cell repl 4, mIAP block 10, hIAP act 1.1, mIAP act 0.9, APOBEC3A inh -2 and ATG4B inhibitor -4.
`CCN(CC)C1CCN(c2nc3nonc3nc2NCCOC)C1` (stereo not given) gave hIAP inh 6, A3G deaminase -11, MPTP block -0.6, beta cell repl -3, mIAP block -4, hIAP act 0.94, mIAP act 1, APOBEC3A inh 0 and ATG4B inhibitor -9.
For CC(C)CCN(N=O)[C@@H](Cc1ccccc1)CN(N=O)[C@@H](Cc1ccccc1)CN(C)N=O the results were hIAP inh 5, A3G deaminase -11, MPTP block 0.4, beta cell repl -8, mIAP block 20, hIAP act 0.95, mIAP act 0.8, APOBEC3A inh -2 and ATG4B inhibitor 3.
COc1ccc(NC(=O)NNC(=O)COc2ccc3ccccc3c2)cc1OC was read as hIAP inh -75, A3G deaminase -2, MPTP block 0.7, beta cell repl -2, mIAP block 3, hIAP act 1.8, mIAP act 0.97, APOBEC3A inh 0 and ATG4B inhibitor -7.
For CCNC(=S)N1CCc2cc(OC)c(OC)cc2C1COc1ccc(F)cc1 (stereo not given) the results were hIAP inh -15, A3G deaminase -1, MPTP block -1.1, beta cell repl -4, mIAP block -21, hIAP act 1.1, mIAP act 1.2, APOBEC3A inh -2 and ATG4B inhibitor -7.
O=C(CN1CCN(Cc2ccccc2)CC1)Nc1ccccc1-c1ccccc1 was read as hIAP inh -2, A3G deaminase -4, MPTP block 0.2, beta cell repl -3, mIAP block 2, hIAP act 1, mIAP act 0.98, APOBEC3A inh 2 and ATG4B inhibitor 34.
Screening CC(=O)Nc1ccc(S(=O)(=O)NCCC(=O)OCC(=O)c2cc(C)ccc2C)cc1 returned hIAP inh 1, A3G deaminase 0, MPTP block -0.9, beta cell repl 1, mIAP block -2, hIAP act 0.99, mIAP act 1, APOBEC3A inh 7 and ATG4B inhibitor -9.
For O=C(Oc1ccc(Cl)cc1)c1ccc2nccnc2c1 the results were hIAP inh -4, A3G deaminase -4, MPTP block -1.8, beta cell repl -1, mIAP block -3, hIAP act 1, mIAP act 1, APOBEC3A inh -1 and ATG4B inhibitor -12.
COc1cc(S(=O)(=O)NCCOC23CC4CC(CC(C4)C2)C3)c(OC)cc1Cl was read as hIAP inh -18, A3G deaminase 1, MPTP block 7.7, beta cell repl -4, mIAP block -3, hIAP act 1.2, mIAP act 1, APOBEC3A inh 0 and ATG4B inhibitor 6.
`CSc1nc2cc(Cl)ccc2s1` gave hIAP inh 10, A3G deaminase -1, MPTP block -1.4, beta cell repl -3, mIAP block 2, hIAP act 0.9, mIAP act 0.97, APOBEC3A inh -3 and ATG4B inhibitor -10.
Screening O=C(Nc1ccc2c(c1)OCO2)c1ccc2nc[nH]c2c1 returned hIAP inh -40, A3G deaminase 11, MPTP block -1.0, beta cell repl -3, mIAP block 19, hIAP act 1.4, mIAP act 0.81, APOBEC3A inh -2 and ATG4B inhibitor -2.
`CCCCn1c(N)c(N(CC(C)C)C(=O)C2=COCCO2)c(=O)[nH]c1=O` gave hIAP inh -16, A3G deaminase 1, MPTP block -1.0, beta cell repl -1, mIAP block -2, hIAP act 1.2, mIAP act 1, APOBEC3A inh 3 and ATG4B inhibitor 1.
For CC(=O)C1=C(O)C(=O)N(c2ccc(Br)cn2)C1c1ccc(F)cc1 (stereo not given) the results were hIAP inh 10, A3G deaminase -4, MPTP block 1.2, beta cell repl -1, mIAP block 1, hIAP act 0.9, mIAP act 0.99, APOBEC3A inh -1 and ATG4B inhibitor -5.
Screening CC(=O)NC(C)(CC(=O)c1ccccc1)c1ccccc1 (stereo not given) returned hIAP inh 2, A3G deaminase -3, MPTP block 2.0, beta cell repl 5, mIAP block 12, hIAP act 0.98, mIAP act 0.88, APOBEC3A inh -3 and ATG4B inhibitor -6.
For COc1cc(C)c(Cl)c(C)c1S(=O)(=O)NC1CC(C)(C)NC(C)(C)C1 the results were hIAP inh -14, A3G deaminase -6, MPTP block -0.1, beta cell repl -1, mIAP block -3, hIAP act 1.1, mIAP act 1, APOBEC3A inh -1 and ATG4B inhibitor -4.
For CC(/C=N/n1c(-c2ccc(Cl)cc2)n[nH]c1=S)=C\c1ccco1 the results were hIAP inh 5, A3G deaminase 9, MPTP block -0.2, beta cell repl -2, mIAP block 12, hIAP act 0.95, mIAP act 0.88, APOBEC3A inh 13 and ATG4B inhibitor 18.
Screening O=C(O)c1ccc(Cl)c(S(=O)(=O)NCC2CCCO2)c1 (stereo not given) returned hIAP inh 6, A3G deaminase -3, MPTP block 2.4, beta cell repl 7.3*, mIAP block -4, hIAP act 0.94, mIAP act 1, APOBEC3A inh 9 and ATG4B inhibitor 2.

Looked up one by one from above:
Screening CC(=O)Nc1ccc(S(=O)(=O)NCCC(=O)OCC(=O)c2cc(C)ccc2C)cc1 returned hIAP inh 1, A3G deaminase 0, MPTP block -0.9, beta cell repl 1, mIAP block -2, hIAP act 0.99, mIAP act 1, APOBEC3A inh 7 and ATG4B inhibitor -9.
Screening O=C(O)c1ccc(Cl)c(S(=O)(=O)NCC2CCCO2)c1 (stereo not given) returned hIAP inh 6, A3G deaminase -3, MPTP block 2.4, beta cell repl 7.3*, mIAP block -4, hIAP act 0.94, mIAP act 1, APOBEC3A inh 9 and ATG4B inhibitor 2.

Carrying on.
`O=C(/C=N/O)Nc1ccc2sc3ccccc3c2c1` gave hIAP inh -1, A3G deaminase -3, MPTP block 5.9, beta cell repl -2, mIAP block 0, hIAP act 1, mIAP act 1, APOBEC3A inh 2 and ATG4B inhibitor -8.
Cc1cccc(C)c1N=Nc1c(C)cc(O)cc1C was read as hIAP inh 2, A3G deaminase -9, MPTP block 5.9, beta cell repl -5, mIAP block 16, hIAP act 0.98, mIAP act 0.84, APOBEC3A inh -6 and ATG4B inhibitor 9.
For CCOc1ccc(/C=N/NC(=O)Nc2ccccc2)cc1 the results were hIAP inh 10, A3G deaminase -11, MPTP block 8.0, beta cell repl -1, mIAP block -7, hIAP act 0.9, mIAP act 1.1, APOBEC3A inh 1 and ATG4B inhibitor -4.
`CC1CC(C)(C)NC(=S)N1CCCC(=O)Nc1ccc(Br)cc1` (stereo not given) gave hIAP inh -13, A3G deaminase -15, MPTP block -1.2, beta cell repl -2, mIAP block -13, hIAP act 1.1, mIAP act 1.1, APOBEC3A inh -6 and ATG4B inhibitor 5.
